Assay outcomes: PubChem, Broad Institute
PAX8 inh HTS – lowers PAX8-driven luciferase in RMG-I cells | RMG-I TPO-luciferase reporter, SteadyGlo, 24 h | inhibition, % at 12.6 µM | hit rate 1.2% among 360,000;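 active = mean replicate inhibition at least 60% with every replicate also reaching 60%; inconclusive = only one of the two criteria is met; inactive = mean below 60% and not all replicates reaching 60%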;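 note: luciferase light reporting Pax8 driven TPO promoter activity; plate controls were median of neutral control wells for no effect and mitoxantrone controls for full effect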
Xi reactivation – activators of X-chromosome reactivation in mouse fibroblasts; hit rate 0.055% among 360,000; activation, % at 7.58 µM; AID 743238; XiGFP mouse fibroblasts, % GFP-positive cells imaging, 3 d; cells co-treated with 5-aza-dC sensitizer; scaled so ellipticine positive control = 100%;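 active = mean normalized replicate activation at least 10% and every replicate at or above 10%; inconclusive = only one of the two criteria met; inactive = mean below 10% and not all replicates reach 10%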;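 note: 0% = median of on-plate neutral control wells and 100% = ellipticine 6 µM median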
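Schedule: 3 d treatment, 15 min room-temperature fixation; system: 68-5-11 XiGFP fibroblast line; buffer or medium: DMEM plus 5-aza-dC sensitizer; control set: ellipticine 6 µM positive control; compound: one concentration, pinned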
ERp5 block – ERp5 (human) disulfide isomerase inhibition; Q15084; ERp5 insulin aggregation, absorbance 650 nm, 90 min; inhibition, % at 9.99 µM; hit rate 0.05% among 350,000; AID 651711;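 active = mean replicate inhibition above about 25%, with every replicate also reaching it, limit read from the data, passing the limit was not always enough; inconclusive = only one of those two criteria met; inactive = neither criterion met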
Target sequence (Q15084 whole entry, looked up): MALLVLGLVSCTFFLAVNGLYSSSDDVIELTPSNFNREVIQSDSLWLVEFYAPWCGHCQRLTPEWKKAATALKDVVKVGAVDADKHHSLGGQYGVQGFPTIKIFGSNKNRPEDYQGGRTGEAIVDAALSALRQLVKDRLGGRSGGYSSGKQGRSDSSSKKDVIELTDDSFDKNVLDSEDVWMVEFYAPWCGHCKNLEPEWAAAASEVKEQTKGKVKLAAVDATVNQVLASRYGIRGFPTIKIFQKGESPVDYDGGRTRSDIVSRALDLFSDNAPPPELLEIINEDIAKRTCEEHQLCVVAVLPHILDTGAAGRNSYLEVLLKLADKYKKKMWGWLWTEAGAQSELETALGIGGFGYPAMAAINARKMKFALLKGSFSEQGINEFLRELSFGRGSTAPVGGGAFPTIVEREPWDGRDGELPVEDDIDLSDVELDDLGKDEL
DENV2 CPE rescue – protects cells from dengue virus 2 cytopathic effect; CPE inhibition, % at 9.99 µM; DENV2-infected cells, cytopathic effect rescue, plate reader; AID 651640; hit rate 1.7% among 350,000; in the data active = CPE inhibition above about 20%, passing the limit was not always enough; inconclusive = no clear call, values can overlap the other calls; tested in BHK-21 cells;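 note: 0% = median of neutral control wells and 100% = median of positive control wells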
EWS-Fli inh – inhibitors of EWS/Fli oncoprotein transcriptional activity. A673 NR0B1-luciferase reporter, viability-normalised. inhibition, % at 12.6 µM. hit rate 0.67% among 350,000;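 active = mean inhibition of at least 50% after viability correction, with every replicate also passing that limit; inconclusive = mean reaches 50% but only one of two replicates passes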;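 note: firefly luciferase signal divided by Alamar Blue viability fluorescence both relative to DMSO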
CFTR F508del cor – correctors of CFTR F508del function in bronchial epithelial cells. CFBE cells, YFP halide quenching; stimulated with forskolin plus potentiator P3; % fluorescence drop versus neutral controls. activity (quench increase), % at 7.58 µM. hit rate 0.36% among 350,000. AID 720511;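 active = mean added fluorescence quench of at least 8% versus neutral control, with both replicates also reaching 8%; inconclusive = only one of the mean or replicate conditions met; inactive = mean below 8% and not both replicates reaching 8%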;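 note: cells transiently co-express mutant CFTR-F508del with the halide-sensitive YFP; corrector assay measuring rescue of mutant channel to the surface after 24 h compound exposure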
ARNT-TACC3 inh – ARNT/TACC3 interaction disruption. AlphaScreen His-ARNT PAS-B/GST-TACC3 binding, luminescence; TACC3 fragment carries E629A point mutation. AID 623870. inhibition, % at 9.99 µM. hit rate 0.66% among 390,000. Q9Y6A5;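 active = mean inhibition of replicates at least 50% and at least half of replicates each reaching 50%; inconclusive = half or more replicates reach 50% but mean below 50%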;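 note: 0% = complete ARNT plus TACC3 wells and 100% = ARNT alone without TACC3; many hits fall short of the cut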
INS-1E GSIS act – primary screen for activators of insulin secretion dependent on glucose, INS-1E cells, GLuc reporter luminescence | INS-1E GLuc reporter insulin secretion, 2-3 h | activation, % at 16.6 µM | hit rate 0.61% among 370,000 | AID 743287;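 active = lowest replicate activation of at least 40%, so every replicate reaches that level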;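 note: 0% = median of neutral control wells and 100% = median of IBMX positive control wells; some compounds called inactive have numbers as strong as hits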
* marks the source's active call; other numbers are inactive results; ? = inconclusive; . = no result given. This is a random part of the collection; any-hit rate near 4.2%.

SMILES	PAX8 inh HTS	Xi reactivation	ERp5 block	DENV2 CPE rescue	EWS-Fli inh	CFTR F508del cor	ARNT-TACC3 inh	INS-1E GSIS act
C[C@@H]1CCCCO[C@H](CN(C)C(=O)Nc2ccc3c(c2)OCO3)[C@@H](C)CN([C@H](C)CO)C(=O)c2cc(NC(=O)Nc3ccc4c(c3)OCO4)ccc2O1	-6	0.1	-2	3	-109	0.0	11	9
C[C@H](CO)N1C[C@H](C)[C@@H](CN(C)C(=O)NC2CCCCC2)OCc2ccccc2-c2c(n(C)c3ccccc23)C1=O	-9	0.1	.	.	6	2.2	.	2
COc1ccc2nc(Nc3ccccc3)sc2c1	-151	0.1	0	10	-91	-1.2	3	-19
O=C1C2C3C=CC(CC3)C2C(=O)N1c1ccc(Cl)cc1Cl (stereo not drawn)	-26	0.0	5	-5	-10	3.0	-2	.
NC(=O)c1ccccc1N/C=C/C(=O)c1ccccc1	-61	.	5	.	.	.	2	2
COc1ccc(CSc2nnc(C)n2N)cc1[N+](=O)[O-]	11	0.0	1	4	15	0.0	-9	6
CC(C)Cc1nnc(NC(=O)CSc2nc(O)c(-c3ccccc3)c(=O)[nH]2)s1	11	0.0	16	17	4	-3.0	-4	5
CC(C(=O)Nc1ccccc1)N1C(=O)c2ccccc2C1=O (stereo not drawn)	-1	0.2	5	-3	7	-0.3	1	-42
CC(=O)OCC(C)n1c(=O)c2ccccc2n1C(C)=O (stereo not drawn)	-19	-0.1	15	-4	-18	-0.8	.	4
Cc1ccc(S(=O)(=O)N(C)C[C@@H]2OCCCC[C@@H](C)Oc3ccc(NC(=O)Cc4ccccc4)cc3C(=O)N([C@@H](C)CO)C[C@@H]2C)cc1	39	0.3	-3	-2	8	0.2	3	-10
COc1cc(C(=O)Nc2ccc(C)cc2)c(-n2cnnn2)cc1OC	-5	0.4	-1	.	2	0.9	-4	9
CCOC(=S)N/C(=N\S(=O)(=O)c1ccc(C)cc1)c1ccccc1	.	.	2	-7	-6	-0.4	-6	-18
Cc1nn(CC(=O)NCCCN2CCCCC2)c(=O)c2cc(-c3ccccc3)nn12	1	0.1	2	-2	-7	-2.1	-65	1
COc1ccc(/C=N/NC(=O)c2cc(Br)ccc2O)cc1Cn1cc(Cl)cn1	11	0.0	-4	-5	0	-0.1	3	-5
COc1ccc(C(=O)NC2CCc3ccccc32)cc1OC1CCN(C(C)C)CC1 (stereo not drawn)	-2	-0.1	-1	-3	-16	0.9	.	6
CCCCNC(=S)N(CCN(C)C)Cc1cc2cc3c(cc2[nH]c1=O)OCCO3	8	-0.1	1	2	7	6.0	-9	-2
CC1CCN(CCC(=O)Nc2ccc(F)c(F)c2)CC1	16	0.0	3	-5	2	0.3	-1	-17
COc1cc(/C=C/C(=O)O)cc(S(=O)(=O)Nc2ccccc2Oc2ccccc2)c1OC	-4	-0.1	-3	-4	3	-1.5	6	12
CN(C(=O)c1cccc(NC(=O)Cc2ccc(NC(=O)C3CCN(C(=O)C4CC4)CC3)cc2)c1)C1CCCCC1	-22	-0.1	-2	6	-1	1.1	-4	-5
O=C(Nc1ccc(O)cc1C(=O)O)c1ccc(NC(=O)c2ccco2)cc1	-6	0.1	-5	0	6	3.1	13	3
CC(=O)N1CC(=O)N=C1SCC(=O)Nc1nc(-c2ccccc2)c(-c2ccccc2)s1	3	0.1	.	.	.	.	3	12
Cc1nc(CSc2nnc(Nc3cccc(C)c3C)s2)cs1	37	0.0	3	-7	-8	-1.1	3	-3
CCCOc1ccc(C(=O)O/N=C(\CC)c2ccc(C)cc2)cc1	-8	0.0	.	.	.	.	1	-27
C[C@@H]1CN([C@@H](C)CO)C(=O)c2cc(-c3ccc(C#N)cc3)cnc2O[C@H]1CN(C)C(=O)CC1CC1	.	0.0	9	6	-9	2.4	-19	12
C[C@H](CO)N1C[C@H](C)[C@H](CN(C)S(=O)(=O)Cc2ccccc2)OCc2ccccc2-c2c(n(C)c3ccccc23)C1=O	14	-0.5	4	2	2	3.2	15	-1
O=C(C[n+]1ccc(/C=C/c2ccccc2)cc1)c1ccc2c(c1)OCCO2	14	-0.1	3	-1	15	0.0	8	-23
C[C@@H]1CN([C@@H](C)CO)S(=O)(=O)c2ccc(C#Cc3cccnc3)cc2O[C@H]1CN(C)C(=O)C1CC1	.	0.0	-4	4	-9	-3.4	1	13
O=C(Nc1ccc(Cl)c(Cl)c1)Nc1nccs1	-56	0.8	2	6	38	0.5	-1	-64
CCC(=O)c1ccc(OCC(=O)NCC2(N3CCCCC3)CCCCC2)cc1	0	0.2	2	.	9	-0.1	-4	16
COc1ccc(C(=O)NCC(=O)N2CCc3ccccc3C2)cc1	19	0.0	4	-1	-2	-1.2	1	4
O=C(O)C1C2C=CC(C2)C1C(=O)Nc1ccccc1Br (stereo not drawn)	13	0.3	-1	-3	3	-2.5	-7	13
O=C(N[C@@H]1CC[C@@H](CC(=O)N2CCOCC2)O[C@@H]1CO)c1ccccn1	.	-0.2	10	-1	.	2.5	0	9
NS(=O)(=O)c1ccc(N2CCN(S(=O)(=O)Cc3ccccc3)CC2)nc1	.	0.2	-1	-8	-6	0.8	-4	0
COc1ccccc1N1CCN(C2CCCN(C(=O)CN3CCCC3=O)C2)CC1 (stereo not drawn)	5	0.1	7	8	.	-1.6	1	-4
CC(=O)c1c(C)[nH]c(C(=O)OCc2ccccc2)c1C	-131	0.0	2	10	-75	1.2	3	3
CCN(CC)S(=O)(=O)c1ccc2[nH]c(=O)cc(C(=O)Nc3ccc(C)c(S(=O)(=O)N(CC)CC)c3)c2c1	-13	0.1	.	.	.	.	-1	-26
COCCN(CC(=O)Nc1ccccc1C(F)(F)F)C(=O)/C=C/c1cc(Cl)c2c(c1)OCO2	-8	0.0	-2	-6	-3	1.1	-1	-10
Cc1noc(C)c1COc1cccc(C(=O)NC(C)(C)C)c1	-13	-0.4	-10	.	6	-1.8	-8	-7
COc1ccccc1C(=O)NCCC(=O)NCc1ccccn1	2	0.0	-2	-3	-2	2.7	-10	16
COc1ccc(NC(=O)N(C)C[C@H]2Oc3ccc(NC(=O)CCN4CCOCC4)cc3C(=O)N([C@H](C)CO)C[C@H]2C)cc1	2	0.0	1	5	-1	2.1	-1	-5
C[C@@H]1CN([C@@H](C)CO)C(=O)c2cc(NS(=O)(=O)c3ccc(Cl)cc3)ccc2O[C@@H](C)CCCCO[C@H]1CN(C)C(=O)C1CCCCC1	54	0.0	3	0	4	-0.2	3	-7
COc1cc(C(=O)OCC(C)=O)cc(NC(=O)c2ccco2)c1OC	4	0.0	5	-2	4	-4.1	9	9
CO[C@@H]1CN(C)C(=O)c2ccc(NS(=O)(=O)c3c(C)noc3C)cc2OC[C@H](C)NC[C@H]1C	1	0.3	0	-2	11	-1.3	-5	2
COc1ccc(NCc2nnc(SCC(=O)NNC(=O)c3ccc(C)cc3)n2C)cc1	7	0.0	2	-5	-1	1.2	-3	4
CCC(=O)Nc1ccc2c(c1)OC[C@H](C)N(C(=O)CN(C)C)C[C@H](C)[C@H](OC)CN(C)C2=O	-2	0.5	3	-12	4	1.6	8	16
CN(C)S(=O)(=O)c1ccc2c(c1)C(=NNC(N)=O)c1cc(S(=O)(=O)N(C)C)ccc1-2	23	0.2	0	1	-54	0.2	-5	.
Cc1noc(C)c1S(=O)(=O)N(C)C[C@H]1Oc2ccc(NS(C)(=O)=O)cc2CC(=O)N([C@@H](C)CO)C[C@H]1C	-11	0.0	13	.	2	-3.1	-9	9
COc1ccc(-c2nc(O)c3cnccn23)cc1	6	0.3	-6	0	6	.	-5	0
FC(F)(F)c1cc(-c2ccccc2)nc(-n2cc(Cl)cn2)n1	3	0.2	?	4	14	0.0	-5	51*
CC(C)(C)c1ccc(C(=O)N2CCC2(C)C(=O)Nc2ccc3[nH]ncc3c2)cc1 (stereo not drawn)	5	0.8	-1	-4	14	-2.5	.	-39
NC(=O)NOCc1c(Cl)cccc1Cl	-10	0.1	1	-3	4	-1.2	3	29
CCN(CC)CCNc1ccc(CO)c2oc3cc(Cl)ccc3c(=O)c12	7	0.0	2	64*	-3	9.0*	.	.
C[C@H](CO)N1C[C@H](C)[C@H](CN(C)C(=O)Nc2ccccc2)Oc2ncc(C#CC(C)(C)O)cc2C1=O	.	-0.2	1	26*	-5	-1.1	-4	21
COc1cccc(-c2ccc([C@@H]3[C@@H](C#N)N(C(=O)Cc4ccncc4)[C@@H]3CO)cc2)c1	22	-0.1	-3	-4	18	-2.5	-1	-17
O=C(NCCc1nnc2ccc(NCc3ccccc3Cl)nn12)c1ccccc1	-15	0.0	2	3	6	0.2	-3	-1
CNC(=O)C[C@H]1CC[C@H]2[C@@H](COc3ccc(NC(=O)Nc4c(C)noc4C)cc3C(=O)N2C)O1	-7	0.1	.	-1	-7	1.4	-7	-7
Cc1ccc(S(=O)(=O)N2CCCC(C(=O)NCCc3ccc(S(N)(=O)=O)cc3)C2)cc1 (stereo not drawn)	7	0.0	0	-4	6	2.6	0	-12
Clc1ccc2nc(C3CCCCC3)c(Cc3ccsc3)n2c1	-8	0.0	-1	-5	-4	-5.5	.	4
O=C(NC(=S)Nc1ccc2c(c1)OCCO2)c1ccco1	-120	0.1	.	-1	-43	-0.6	7	.
COCc1cn(CC[C@H]2CC[C@H](NC(=O)Nc3ccccc3)[C@@H](CO)O2)nn1	2	-0.2	-1	2	0	1.1	-10	-1

Going on with the list.
SMILES	PAX8 inh HTS	Xi reactivation	ERp5 block	DENV2 CPE rescue	EWS-Fli inh	CFTR F508del cor	ARNT-TACC3 inh	INS-1E GSIS act
CC(C(=O)N1CCOCCOCCOCC1)N1C(=O)c2ccccc2C1=O (stereo not drawn)	18	0.1	1	-1	-6	-1.6	.	13
O=C(C[C@@H]1C[C@H]2c3cc(NC(=O)Nc4ccccc4F)ccc3O[C@H]2[C@H](CO)O1)NCc1ccc(Oc2ccccc2)cc1	75*	0.2	2	1	-3	1.3	2	-17
C[C@H]1CN([C@@H](C)CO)C(=O)c2cccc(NC(=O)C3CCOCC3)c2O[C@@H]1CN(C)Cc1ccc(C(=O)O)cc1	2	-0.1	-13	11	3	-1.0	-2	13
COc1ccc(N2CCN(C(=O)Cn3c(=O)[nH]c4ccccc4c3=O)CC2)cc1	-9	0.0	-9	.	4	-1.8	.	-11
CN(C)C(=O)[C@@H]1[C@@H](CO)[C@@H]2Cn3c(ccc(C4=CCCCC4)c3=O)[C@H]1N2Cc1cccnc1	.	0.0	-1	0	2	0.0	-5	-1
CSC1=NC2(C)CCCCC2C12C=CC(=O)C=C2 (stereo not drawn)	-3	0.0	-1	-5	-15	-1.2	28	18
CC1=C(C(=O)N2CCOCC2)CC(CC(=O)NC(c2ccccc2)c2ccccc2)C(=O)N1Cc1ccc(C(C)(C)C)cc1 (stereo not drawn)	26	-0.1	2	3	3	4.1	.	-10
O=C(Nc1sc2c(c1C(=O)NC1CCCCC1)CCC2)c1ccco1	.	.	0	-1	-4	0.8	0	-3
CCOc1ccc(NC(=O)Nc2ccc3c(c2)CCC3)cc1	2	0.4	3	-1	-23	2.3	.	-7
N#CCC(=O)Nc1ccc(C(=O)Nc2cccnc2)cc1	17	0.0	-2	0	5	3.4	-1	14
CSc1nc(N)nc2c1ncn2CC(=O)NCCCc1ccccc1	3	0.6	1	1	18	-0.1	3	-8
